Screening data deposited in PubChem by several laboratories.
aDG glyco up: activators of alpha-DG glycosylation, primary screen, uHTS, Pro5-aDG cells, AlphaScreen | alpha-DG glycosylation AlphaScreen (IIH6); 0% Pro5, 100% B10-LARGE cell signal | activation, % at 10 µM | 0.22% of 360,000 active | AID 624168, 2012;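 active = activation of at least 8% versus controls, or a plate z-score of at least 8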;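 also: Pro5 are CHO cells carrying HIG-tagged alpha-DG that lacks glycosylation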
NR2E3 ag-1: NR2E3 agonists in two-hybrid cells, primary screen, cell-based, luminescence, CHO-S, Gal4-NCOR/VP16-NR2E3 | luciferase | 0.35% of 360,000 active | inhibition of corepressor binding, % at 3.98 µM | Photoreceptor-specific nuclear receptor (Homo sapiens), Q9Y5X4 | AID 602229, 2012;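 active = inhibition above the mean of all tested compounds plus 3 SD, cut at about 70% in these data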;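 also: 0% = DMSO with NR2E3 transfected cells and 100% = cells lacking NR2E3 construct; higher means lower luciferase signal from less NR2E3 corepressor binding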
Target sequence (Q9Y5X4 whole entry, looked up, the tested form may be a part): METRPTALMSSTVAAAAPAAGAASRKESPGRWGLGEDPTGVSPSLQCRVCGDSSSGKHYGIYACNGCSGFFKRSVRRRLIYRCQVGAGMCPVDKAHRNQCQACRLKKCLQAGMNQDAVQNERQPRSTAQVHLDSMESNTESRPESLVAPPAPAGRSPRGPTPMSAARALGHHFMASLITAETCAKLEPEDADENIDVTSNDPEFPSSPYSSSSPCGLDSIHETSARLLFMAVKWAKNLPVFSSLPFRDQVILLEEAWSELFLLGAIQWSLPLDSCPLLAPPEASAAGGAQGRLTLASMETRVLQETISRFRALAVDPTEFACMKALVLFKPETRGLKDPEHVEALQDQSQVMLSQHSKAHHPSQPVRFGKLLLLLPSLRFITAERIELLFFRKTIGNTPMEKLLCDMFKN
TRPM1 prom inh: inhibitors of MITF-dependent TRPM1 promoter reporter, primary screen, cell-based, SK-MEL-5, single point, luciferase; 0.83% of 330,000 active; inhibition, % at 12.5 µM; SK-MEL-5 TRPM1 promoter luciferase, 24 h;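 active = mean inhibition across replicates of 60% or more, whatever share of single replicates reaches that level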; also: values of inactives mirror those of a sister screen read the other way
Peg3 prom inh: Peg3 promoter-driven luciferase inhibitors, primary screen, cell-based, HeLa, luciferase luminescence; HeLa PEG-Prom luciferase reporter, overnight; inhibition, % at 20 µM; 1.7% of 360,000 active; AID 588405, 2011;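 active = inhibition of at least 50% at 20 µM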
TWEAK-Fn14 inh: inhibitors of TWEAK-Fn14 signaling, primary screen, luciferase reporter cells, uHTS; 2% of 360,000 active; inhibition, % at 10 µM; TWEAK-stimulated Fn14 reporter cells, luciferase luminescence, 8 h; in the data active = inhibition above about 50%
CF NFkB inh: inhibitors of PAF-induced NF-kB signaling, primary screen, cell-based, GFP fluorescence, uHTS | KKLEB NF-kB-GFP reporter, GFP fluorescence overnight | inhibition, % at 5 µM | 0.86% of 360,000 active;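 active = at least 50% inhibition at 5 µM, scaled per plate between neutral and stimulator controls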;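 also: PAF is a Pseudomonas aeruginosa culture filtrate used as stimulus; plate controls were PAF-stimulated DMSO wells for no effect and unstimulated DMSO wells for full effect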
Shn3 inh set2: reduction of Shn3 3'UTR firefly luciferase signal, primary screen, Schnurri-3 inhibitor project, cell-based, Clone20 osteoblasts, set 2 | Clone20 osteoblast Shn3 3'UTR firefly luciferase, 24 h | 0.52% of 360,000 active | inhibition, % at 12.5 µM;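 active = mean inhibition of at least 75% with every replicate also reaching 75%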;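 also: 0% = median of neutral control wells and 100% = pilot-screen positive control compound; some compounds past the cut are filed as inactive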
hiPSC survival: enhancers of single-cell hiPSC survival, primary screen, ATPlite luminescence; 100% = ROCK inhibitor wells, 0% = DMSO; survival enhancement, % at 20 µM; 0.044% of 360,000 active; AID 602274, 2012; in the data active = survival enhancement above about 18%;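 also: cells exposed to compounds for 16 hours before the ATP read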
NR2E3 ag-2: inhibitors of NR2E3-RetCOR corepressor binding, primary screen, NR2E3 agonist project, biochemical, TR-FRET, GST-NR2E3, biotin-RetCOR; AID 2300, 2010; Photoreceptor-specific nuclear receptor (Homo sapiens), Q9Y5X4; 1536-well; inhibition of corepressor binding, % at 4.78 µM; 0.12% of 320,000 active;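 active = percent inhibition above the cutoff of mean plus 3 SD of all tested compounds, set per screening campaign, cut at about 20% in these data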;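 also: 0% = DMSO wells and 100% = biotin wells as full block of FRET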
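System: GST-tagged NR2E3 plus biotinylated RetCOR corepressor; Amount: 1.35 nM GST-tagged NR2E3 final; Dosing: single nominal compound dose of 4.8 µM; Schedule: 5 h incubation at 4 °C; Technique: TR-FRET with europium anti-GST and streptavidin-D2, 340 nm excitation; Controls: biotin wells as high control, 0.6% DMSO wells as low control.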
KKLEB cytotox: cytotoxicity in KKLEB CF airway cells, primary screen, cytotoxicity control for CF NF-kB inhibitor project, cell-based, uHTS, fluorescence assay plates | KKLEB CF airway cells viability, ATPlite luminescence, overnight; hits give low values; cells stimulated with P. aeruginosa culture filtrate | 0.36% of 360,000 active | activity change (cytotoxicity), % at 5 µM | AID 602141, 2011;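 active = corrected activity change at or below -50% at 5 µM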
HIF-2a inh: HIF-2a reporter inhibitors, primary screen, luminescence, 786-0 RCC cells; 786-0 RCC cells HIF-2a reporter, luciferase luminescence, overnight; inhibition, % at 18.8 µM; 0.72% of 360,000 active;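 active = inhibition of the luminescence signal of 40% or more relative to plate controls, in a single-dose primary screen at 18.75 µM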
Active calls of the source: *; · = not tested or not shown.

#1 COC(=O)C(CC(=O)O)NCc1ccco1 (centres undefined)
#2 Cc1cccc(NC(=O)c2sc3ncn(CC(=O)N4CCN(c5ccccn5)CC4)c(=O)c3c2C)c1
#3 CCCCn1c(N)c(N(CCC(C)C)C(=O)c2cc(Cl)nc3ccccc23)c(=O)[nH]c1=O
#4 O=C1[C@H](Cc2ccccc2)NCCCC[C@H](c2ccco2)N1Cc1ccccc1
#5 Cc1ccc(Cl)cc1N1CCN(S(=O)(=O)c2ccc3c(c2)oc(=O)n3C)CC1
#6 Cc1ccc2nc(Cl)c(/C=C/C(=O)c3ccco3)cc2c1
#7 CCC(=O)Nc1cc(C(F)(F)F)ccc1N1CCCC1
#8 COc1ccc2c(=O)cc(-c3ccccc3F)oc2c1
#9 COc1ccc(-n2cc(-c3ccccc3)c3c(=O)[nH]cnc32)cc1
#10 Cc1cc(C)nc(/N=C(\N)Nc2ccccc2-c2ccccc2)n1
Assay by compound | 1 | 2 | 3 | 4 | 5 | 6 | 7 | 8 | 9 | 10
aDG glyco up | 0.0 | 0.3 | 0.2 | 0.0 | 0.3 | 0.1 | -0.2 | -0.1 | 0.3 | 0.8
NR2E3 ag-1 | -47 | 4 | -10 | 4 | 16 | -48 | 3 | -35 | 26 | 0
TRPM1 prom inh | 1 | -10 | -6 | 8 | 7 | -53 | 2 | -7 | 0 | 20
Peg3 prom inh | 1 | -8 | 4 | 30 | 13 | 16 | 7 | -152 | 27 | 21
TWEAK-Fn14 inh | 11 | 11 | -2 | 8 | 10 | 32 | 11 | -28 | 6 | 1
CF NFkB inh | 0 | 2 | 17 | 23 | 1 | 41 | 12 | -14 | -20 | -6
Shn3 inh set2 | · | 1 | -3 | 26 | 49 | -71 | 2 | -19 | -1 | 44
hiPSC survival | 0.1 | 0.2 | -1.5 | -0.3 | 0.5 | -0.8 | 0.9 | 0.8 | 0.5 | 0.5
NR2E3 ag-2 | -4 | 1 | 2 | · | -1 | 1 | -1 | 2 | -1 | 6
KKLEB cytotox | 2 | -15 | -5 | -24 | -1 | -22 | 3 | 2 | -3 | -19
HIF-2a inh | 15 | -17 | 3 | -11 | 13 | -165 | 16 | -205 | 5 | 20

Profiles, quoted from the list.
Record of CCC(=O)Nc1cc(C(F)(F)F)ccc1N1CCCC1 → aDG glyco up = -0.2; NR2E3 ag-1 = 3; TRPM1 prom inh = 2; Peg3 prom inh = 7; TWEAK-Fn14 inh = 11; CF NFkB inh = 12; Shn3 inh set2 = 2; hiPSC survival = 0.9; NR2E3 ag-2 = -1; KKLEB cytotox = 3; HIF-2a inh = 16
Record of O=C1[C@H](Cc2ccccc2)NCCCC[C@H](c2ccco2)N1Cc1ccccc1 → aDG glyco up = 0.0; NR2E3 ag-1 = 4; TRPM1 prom inh = 8; Peg3 prom inh = 30; TWEAK-Fn14 inh = 8; CF NFkB inh = 23; Shn3 inh set2 = 26; hiPSC survival = -0.3; NR2E3 ag-2 = ·; KKLEB cytotox = -24; HIF-2a inh = -11

Further compounds:
#11 O=C(CC(c1ccccc1)c1ccccc1O)NCc1ccccc1 (centres undefined)
#12 CCOc1ncnc2c1sc1nc(C)cc(C)c12
#13 CCCCn1c(N)c(N(CC(C)C)C(=O)C2=NN(c3ccccc3)C(=O)CC2)c(=O)[nH]c1=O
#14 CC(=O)N1CCN(S(=O)(=O)c2cccc(C(=O)NC3CCCc4ccccc43)c2)CC1 (centres undefined)
#15 C[C@@H]1C(=O)N(c2ccccc2)[C@@H]1c1ccncc1
#16 COc1cc(C(=O)Nc2ccc(S(=O)(=O)N3CCCCC3)cc2)ccc1OCC(=O)N1CCOCC1
#17 N#Cc1c(N)nc2c(c1-c1cccnc1)CCCCC2
#18 O=C1CN(C(=O)COC(=O)[C@@H]2CCCN2S(=O)(=O)c2ccc(Cl)cc2)c2ccccc2N1
#19 Cc1ccc(S(C)(=O)=NC(=O)c2cc(C)on2)cc1 (centres undefined)
#20 O=C(O)C1CC(=O)N(c2ccc(F)cc2)C1 (centres undefined)
Assay by compound | 11 | 12 | 13 | 14 | 15 | 16 | 17 | 18 | 19 | 20
aDG glyco up | 0.0 | 0.0 | 0.0 | 0.1 | -0.2 | -0.1 | 0.0 | 0.0 | -0.2 | -0.3
NR2E3 ag-1 | -19 | 11 | -28 | 4 | -14 | 0 | -13 | -14 | 1 | -41
TRPM1 prom inh | 11 | -14 | 0 | 0 | 1 | 0 | -6 | 9 | -6 | 13
Peg3 prom inh | 22 | -55 | 15 | 10 | -6 | -3 | 16 | -5 | 5 | -21
TWEAK-Fn14 inh | 12 | -22 | 2 | -4 | 21 | 10 | 21 | 1 | 5 | -15
CF NFkB inh | -3 | 13 | 2 | 9 | -11 | -6 | 33 | -6 | -6 | -5
Shn3 inh set2 | 58 | -29 | -11 | -14 | 2 | -38 | 13 | 14 | -9 | 3
hiPSC survival | -1.2 | -0.2 | 0.1 | -0.2 | -0.8 | -2.0 | 1.4 | -0.3 | -0.6 | 3.4
NR2E3 ag-2 | 2 | -2 | 2 | 0 | · | · | 1 | · | 7 | -2
KKLEB cytotox | 6 | -6 | 7 | 0 | 7 | -1 | -3 | -3 | -2 | -7
HIF-2a inh | 10 | -89 | 17 | 14 | 4 | 8 | 26 | 7 | 25 | 24

#21 O=C(COC(=O)Cc1ccsc1)Nc1ccc(Cl)c(S(=O)(=O)N2CCOCC2)c1
#22 CCOc1ccc(-n2c(C)cc(C(=O)NS(=O)(=O)c3ccc(C)cc3)c2C)cc1
#23 COc1ccc2nc(NC(=O)C3CCCN3S(=O)(=O)c3ccc(C)cc3)sc2c1 (centres undefined)
#24 CCC(=O)OCC(=O)Nc1cc([N+](=O)[O-])ccc1Cl
#25 CN(C(=O)CSc1nc2ccccc2n1C)C1CCS(=O)(=O)C1 (centres undefined)
#26 CCCCNC(=O)c1ccc(CS(=O)(=O)c2ccccc2OC)o1
#27 O=C(Nc1ccccc1F)N1CCCC1c1cccnc1 (centres undefined)
#28 CSc1ccccc1NC(=O)CN(C)C(=O)c1ccc(-n2cccn2)cc1
#29 COc1ccc(NS(=O)(=O)c2ccc(-n3cnnn3)cc2)cc1OC
#30 CC(=O)NC(Cc1c[nH]c2ccccc12)C(=O)OCC(=O)N1CCCCCC1 (centres undefined)
Assay by compound | 21 | 22 | 23 | 24 | 25 | 26 | 27 | 28 | 29 | 30
aDG glyco up | -0.7 | 0.2 | -0.1 | -0.1 | -0.2 | -0.1 | 0.1 | 0.3 | -0.3 | -0.1
NR2E3 ag-1 | -7 | 11 | -11 | 11 | -9 | -6 | -15 | 28 | 61 | -27
TRPM1 prom inh | 0 | 13 | 5 | 0 | -6 | -4 | -1 | 6 | 14 | -8
Peg3 prom inh | 0 | 4 | -5 | 8 | 68* | 5 | 1 | -11 | -2 | 7
TWEAK-Fn14 inh | -2 | 14 | 3 | 6 | -4 | 14 | -16 | 6 | 8 | 3
CF NFkB inh | 3 | 16 | 9 | 5 | 6 | 19 | -17 | -19 | 1 | 9
Shn3 inh set2 | 1 | 5 | -6 | -13 | -11 | 8 | -8 | -2 | 49 | -12
hiPSC survival | 3.5 | 1.9 | -0.4 | 1.0 | 0.3 | -0.5 | -0.6 | -0.1 | 0.3 | 3.5
NR2E3 ag-2 | 0 | -8 | 1 | -1 | -4 | -3 | -2 | 1 | -2 | 2
KKLEB cytotox | 8 | 1 | 2 | 18 | -11 | -8 | 3 | 10 | 7 | -10
HIF-2a inh | 11 | 13 | -12 | 14 | -4 | 9 | 10 | 11 | -2 | 2

#31 O=C(C1COc2ccccc2O1)N1CCN(Cc2ccc3c(c2)OCO3)CC1 (centres undefined)
#32 O=C(COc1ccccc1)NCC(=O)Nc1cccc2ccccc12
#33 COC(=O)c1sc(S(=O)(=O)N2CCC(C)CC2)c(C(=O)OC)c1C
#34 COc1ccc(C(C(=O)NC2CCCCC2)N2CCC3(CC2)OCCO3)cc1 (centres undefined)
#35 CC(C)C(NC(=O)c1ccccc1)C(=O)NCCc1ccccc1 (centres undefined)
#36 O=C(Nc1ccc(-n2cccn2)cc1)C1CCCCN1Cc1cccc2c1OCO2 (centres undefined)
#37 CC(=O)Nc1cccc(C(=O)OCC(=O)NNC(=O)c2cccs2)c1
#38 COC(=O)Nc1ccc(S(=O)(=O)N2CCC(Cc3ccccc3)CC2)cc1
#39 COc1ccc2nc(SCC(=O)N3CCN(c4ccc(F)cc4)CC3)c(C#N)cc2c1
#40 Cc1cccc(C)c1NC(=O)CSC(=O)c1sc2ccccc2c1Cl
#41 COc1ccc(S(=O)(=O)Nc2cccc(/C=C/C(=O)O)c2)cc1
#42 C=CCN1c2ccccc2Sc2cnccc21
#43 CCN(CC)S(=O)(=O)c1cc(C(=O)Nc2cccnc2)ccc1Cl
Assay by compound | 31 | 32 | 33 | 34 | 35 | 36 | 37 | 38 | 39 | 40 | 41 | 42 | 43
aDG glyco up | -0.1 | 0.0 | -0.1 | -0.7 | -0.3 | -0.2 | -0.2 | 0.3 | 0.2 | 0.0 | 0.0 | 0.4 | 0.2
NR2E3 ag-1 | 10 | 18 | -6 | -21 | -47 | -12 | 4 | 33 | -1 | -11 | -15 | -7 | -27
TRPM1 prom inh | 4 | -2 | 0 | -6 | -23 | 28 | 9 | 3 | -3 | 19 | -2 | · | 9
Peg3 prom inh | 7 | -7 | 12 | -3 | 3 | 8 | 9 | 24 | -31 | -2 | 9 | 35 | 12
TWEAK-Fn14 inh | 5 | -28 | 7 | -11 | 6 | 1 | -18 | 11 | -18 | 33 | 17 | 56* | 4
CF NFkB inh | 10 | -19 | -8 | -2 | -11 | 25 | -1 | -5 | -12 | -36 | -28 | 80* | -7
Shn3 inh set2 | -10 | 12 | 23 | -2 | -11 | 10 | 10 | 7 | -14 | -6 | 13 | 27 | 12
hiPSC survival | 2.3 | 0.1 | -1.7 | 6.2 | 1.7 | -0.3 | -0.4 | 2.5 | 8.3 | 1.4 | -0.1 | 3.5 | 0.2
NR2E3 ag-2 | 0 | 1 | 1 | 0 | -2 | -3 | -3 | 0 | 0 | -3 | -3 | · | 0
KKLEB cytotox | -6 | 11 | 3 | -8 | 21 | -9 | -10 | 11 | 2 | 12 | -2 | -11 | 16
HIF-2a inh | 3 | 2 | 13 | 0 | 11 | 15 | 3 | 24 | -84 | 2 | 20 | 5 | -3
